FBPA Giardia inh = blocks Giardia fructose-bisphosphate aldolase activity; purified Giardia FBPA; Potency, µM (highest dose often 59.6 µM), without a hit: at the highest dose activity, negative = inhibition, hits mostly inhibitors; hit rate 0.71% among 290,000; AID 2451; also: potency is read from the fitted curve at half-maximal effect; % is scaled to controls: 0 for no effect and ±100 for the full control effect; nearly all actives have a fitted effect of over 55% in size
Target sequence (A8B2U2 whole entry, looked up): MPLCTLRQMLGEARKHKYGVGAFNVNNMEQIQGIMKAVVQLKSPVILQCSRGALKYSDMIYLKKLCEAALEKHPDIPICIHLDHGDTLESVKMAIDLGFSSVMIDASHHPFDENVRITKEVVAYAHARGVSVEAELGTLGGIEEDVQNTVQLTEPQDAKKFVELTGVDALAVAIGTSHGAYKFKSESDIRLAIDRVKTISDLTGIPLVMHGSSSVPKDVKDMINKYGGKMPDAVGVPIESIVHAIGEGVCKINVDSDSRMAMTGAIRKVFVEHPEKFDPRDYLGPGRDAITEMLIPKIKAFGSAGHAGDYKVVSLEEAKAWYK
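40 nM FBPA preincubated 10 min at RT with compound (up to 57.5 uM final), then substrate plus GAPDH/TPI/NAD/arsenate coupling and diaphorase/resazurin added. Fluorescence read after 20 min at RT, 525/598 nm.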
CHX counter = counter-screen hit for Shiga toxin inhibitors, cycloheximide; cell reporter, cycloheximide protein synthesis inhibition counterscreen; max response, %; hit rate 12% among 300,000; AID 2314; in the data active = max response mostly above about 13%, no sharp cut-off; inactive = mostly below about 14%; also: read at 38.3 µM for the half of the compounds with a filed dose; 0% is about no effect
Pf growth 48h = inhibits P. falciparum growth in the first generation, 48 h. AID 504832. Potency, µM (highest dose often 28.7 µM), inactives show top-dose activity change, negative = inhibition, actives largely listed as inhibitors. P. falciparum luciferase growth in erythrocytes, 48 h. hit rate 5.9% among 310,000; also: potency is read from the fitted curve at half-maximal effect; % is scaled to controls: 0 for no effect and ±100 for the full control effect
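Luminescence readout; reporter = integrated firefly luciferase in P. falciparum. RBC culture at 2% hematocrit, 0.1% parasitemia final, 37 C/5% CO2; decreased signal taken as growth inhibition.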
HCV inh = inhibitors of hepatitis C virus infection | Huh7.5.1 HCVcc-Cre infection, luciferase reporter, 44 h | Potency, µM (series often up to 41.8 µM), for the others: top-dose activity change, negative = inhibition, hits mostly inhibitors | hit rate 3.4% among 340,000; also: potency is read from the fitted curve at half-maximal effect; % is scaled to controls: 0 for no effect and ±100 for the full control effect
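Infectious HCVcc-Cre (~0.5 moi) was added to cells just after compound, with cells seeded 4 h earlier at 1,000 per well. Luciferase activity after 44 h culture reported infection; substrate was incubated 15 min at room temperature before reading.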
Pf growth 96h = inhibits malaria parasite growth, 96 h | Potency, µM (top dose mostly 28.7 µM), inactives show at the top dose activity change, negative = inhibition, most hits filed as inhibitors | hit rate 6.9% among 320,000 | P. falciparum luciferase reporter growth, 96 h; also: potency is read from the fitted curve at half-maximal effect; % is scaled to controls: 0 for no effect and ±100 for the full control effect
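Erythrocytes infected with luciferase-expressing P. falciparum were dispensed at 2% hematocrit and 0.05% parasitemia (final), then incubated with compounds 96 hours at 37 C in 5% CO2. Luminescence after detection reagent addition reported growth.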
Shiga inhibitor = inhibitors of Shiga toxin in Vero cells; Vero cells, Shiga toxin protein synthesis inhibition reporter; inhibition, % at 38.7 µM; hit rate 9.2% among 290,000; AID 2315; in the data active = inhibition mostly above about 28%, no sharp cut-off; inactive = mostly below about 43%; also: 0% is about no effect
* marks the source's active call; other numbers are inactive results; i = inactive; ? = inconclusive; · = not tested or not shown; [ ] = remark or other dose. Unless noted, calls follow the shape of the dose curve; as a rule, active = well fitted curve in the direction sought with a large enough effect; inconclusive = small, poorly fitted or top-dose-only effect, or another doubt; inactive = no such curve, though single readings can be large; an effect the other way counts as inactive or inconclusive.

SMILES	FBPA Giardia inh	CHX counter	Pf growth 48h	HCV inh	Pf growth 96h	Shiga inhibitor
Cc1cc(Cl)ccc1OCC(=O)Nc1ccc2oc(=O)ccc2c1	10%	1	-8%	?	12µM*	0
CC1CCN(c2c(NCc3ccc(C(=O)N4CCN(C5CCCCC5)CC4)cc3)c(=O)c2=O)CC1	1%	-3	35%[activator]	-2%[8.37 µM]	?	-7
CCCn1nnc2c(=O)oc3ccccc3c21	-1%	-1	10%	18%	72%[activator]	-5
COc1ccc(N2CC(C(=O)Nc3ccc4c(c3)OCO4)CC2=O)cc1 (stereo unspecified)	-4%	-4	-5%	23%	?	12
CN(CCc1ccccn1)C(=O)CCNC(=O)Cn1cnc2ccccc2c1=O	0%	-4	5%	11%	-22%	-3
CCCCN1C(=O)C(=O)N(CC(=O)Nc2cc(S(=O)(=O)N(C)C)ccc2C)C1=O	·	·	-23%	?	16%	·
[O-]/C(=C(\C(=S)Nc1cccc2ccccc12)[n+]1cccc(CO)c1)c1ccc(Cl)s1	?	17	71%[activator]	-28%	88%[activator]	23
Cc1cc(=O)[nH]c(N/N=C/c2cc(C)n(-c3ccccc3)c2C)n1	-12%	34*	?	?	?	95*
Cc1cc(C)nc(SC(C(=O)O)c2ccccc2)n1 (stereo unspecified)	-1%	6	17%	8%	25%	-8
CCOc1ccc2c(c1)C(=NNC(=O)c1ccncc1)c1cc(OCC)ccc1-2	?	7	9.3µM*	-4%	2.1µM*	-23
CC[C@H](C)[C@H](NC(=O)[C@H](Cc1ccc(O)cc1)NC(=O)[C@@H]1CCCN1C(=O)[C@@H](N)CCCN=C(N)N)C(=O)N[C@@H](CC(C)C)C(=O)O	4%	-5	·	·	·	-2
COc1ccccc1/C=N/NC(=O)c1ccc2c(c1)OCO2	7%	24*	?	-5%	?	81*
COc1cccc(/C=C2\SC(=S)N(N3C(=O)CCCC3=O)C2=O)c1	0%	3	2%[5.75 µM]	-8%	6%	19
Cc1nc(C)c(C(=O)OC(C)C(=O)Nc2ccc(F)cc2)s1 (stereo unspecified)	·	·	?	14%	-1%	·
COc1ccccc1-c1cc(-c2cc(Cl)ccc2O)n[nH]1	2%	17*	2%	-4%	-1%	20
O=C(NC(NC(=S)Nc1cc(Cl)ccc1Cl)C(Cl)(Cl)Cl)c1ccco1 (stereo unspecified)	-7%	-2	?	?	?	5
O=C(c1ccco1)N(Cc1ccco1)c1ccc(O)cc1	7%	2	?	-2%	9.3µM*	7
Cc1ccc(C(=O)CN2CCC(NC(=O)C3CCCCC3)CC2)cc1	3%	-2	?	-2%	5%	-14
Cc1ccc(-n2c(-c3cccs3)nc3nc4ccccc4nc32)cc1	4%	-2	1%	7%	2.9µM*	-8
O=C(c1ccccc1F)N1CCN(c2ccc([N+](=O)[O-])c3ncccc23)CC1	1%	-3	-21%	-11%	1%	-5
Cc1nnc(SCC(=O)Nc2cc(S(=O)(=O)N3CCCC3)ccc2Cl)s1	0%	3	7%	0%	11%	-1
CC(C)OC(=O)Cn1cc(C#N)c2ccccc21	1%	-5	18%	11%	5%	7
COc1cccc(NC(=O)C2CCC(CNC(=O)[C@@H]3Cc4ccccc4CN3)CC2)c1 (stereo partly specified)	·	-2	?	-16%	?	-3
CCC1COCCS(=O)(=O)N1Cc1ccccc1F (stereo unspecified)	-10%	-1	17%	6%	51%[activator]	-7
CC1CCN(S(=O)(=O)c2ccc(C(=O)OC(C)C(=O)N(C)C3CCCCC3)cc2)CC1 (stereo unspecified)	·	·	6%	-26%	54%[activator]	·

Part of the list above, bar-delimited:
structure | FBPA Giardia inh | CHX counter | Pf growth 48h | HCV inh | Pf growth 96h | Shiga inhibitor
COc1cccc(/C=C2\SC(=S)N(N3C(=O)CCCC3=O)C2=O)c1 | 0% | 3 | 2%[5.75 µM] | -8% | 6% | 19
Cc1nc(C)c(C(=O)OC(C)C(=O)Nc2ccc(F)cc2)s1 (stereo unspecified) | · | · | ? | 14% | -1% | ·
COc1ccccc1-c1cc(-c2cc(Cl)ccc2O)n[nH]1 | 2% | 17* | 2% | -4% | -1% | 20
O=C(NC(NC(=S)Nc1cc(Cl)ccc1Cl)C(Cl)(Cl)Cl)c1ccco1 (stereo unspecified) | -7% | -2 | ? | ? | ? | 5
O=C(c1ccco1)N(Cc1ccco1)c1ccc(O)cc1 | 7% | 2 | ? | -2% | 9.3µM* | 7
Cc1ccc(C(=O)CN2CCC(NC(=O)C3CCCCC3)CC2)cc1 | 3% | -2 | ? | -2% | 5% | -14

(next part)
SMILES	FBPA Giardia inh	CHX counter	Pf growth 48h	HCV inh	Pf growth 96h	Shiga inhibitor
O=P(O)(O)OC1[C@H](O)[C@H](OP(=O)(O)O)C(OP(=O)(O)O)[C@H](OP(=O)(O)O)[C@H]1O (stereo partly specified)	9%[2.35 µM]	-10	·	·	·	i
Cc1onc(-c2c(F)cccc2Cl)c1C(=O)NC(=S)NC1CCS(=O)(=O)C1 (stereo unspecified)	-23%	-3	1%	24%	?	-7
Cc1cc([N+](=O)[O-])nn1CC(=O)NNC(=S)Nc1ccc(Cl)cc1	14%	1	-24%	·	?	-10
C[C@@]12CC(=O)NC1N(C(=O)c1cccc(C(F)(F)F)c1)C(c1ccccc1OC(=O)c1cccc(C(F)(F)F)c1)C2 (stereo partly specified)	-7%	-2	·	27%	9.3µM*	-4
Cc1ccc(N2C(=O)N(CC(=O)Nc3cc(C)cc(C)c3)C(=O)C2C)cc1 (stereo unspecified)	-11%	8	-28%	?	?	30
Cn1c(=O)c2ccccc2n(CC(=O)NCCC2=CCCCC2)c1=O	-1%	-3	2%	-29%	8%	5
Nc1nc(SCc2nc3scc(-c4cccs4)c3c(=O)[nH]2)n[nH]1	-4%	0	2%	4%	5%	-1
Cc1cc(NCC(c2ccccc2)c2ccccc2)n2ncnc2n1	7%	-2	?	-14%	29%	-12
COc1ccc(OCC(=O)NNC(=O)c2cccc(O)c2)cc1	6%	-2	-17%	9%	?	-8
O=C(NCC(c1ccco1)N1CCc2ccccc2C1)c1ccccc1Br (stereo unspecified)	·	·	-6%	2%	-2%	·
Cc1ccccc1NC(=O)Cc1nc(COC(=O)Cc2c(F)cccc2Cl)cs1	·	·	?	?	?	·
Cc1ccc(S(=O)(=O)NCc2ccncc2)c(C)c1C	-21%	4	-17%	0.79µM*	12µM*	19
C1CCCCCC2(CCCCC1)OCC(CN1CCOCC1)O2 (stereo unspecified)	-1%	1	1%	1%	?	-4
Cc1ccc(CONC(=O)c2cccc(C)c2)cc1	·	·	-7%	16%	13%	·
COc1cccc(C(O)c2nc3ccccc3n2C(C)C)c1OC (stereo unspecified)	0%	1	-21%	-12%	-3%	0
COc1cccc(/C=N/NC(=O)c2cc(-c3cccn3C)n[nH]2)c1	-3%	10	?	-11%	12µM*	21
CN(c1ccccc1)S(=O)(=O)c1cccc(NC(=O)CCN2C(=O)C3CCCCC3C2=O)c1 (stereo unspecified)	-1%	1	-12%	8%	?	2
Cc1ccc(-c2csc(/C(C#N)=C(\O)CN3CCN(C(=O)c4ccco4)CC3)n2)cc1	-13%	-3	-3%	-24%	·	-8
CC(C)OCCCNC(=O)c1ccc(NC(=O)C2CCCO2)cc1 (stereo unspecified)	7%	8	16%	3%	?	-5
Cc1cc(C)c(C#N)c(Oc2ccc(F)cc2)n1	·	-1	?	25%	-52%	-5
COc1ccc(CSc2nc3ccccc3c(=O)[nH]2)cc1F	-5%	9	1%	-1%	?	-19
Cc1cc(C)cc(-c2nnc(SCC(=O)Nc3cc(C)on3)o2)c1	·	·	4%	1%	?	·
CCOC(=O)C1=C(c2ccccc2)Nc2ncnn2C1c1ccc(C(=O)O)cc1 (stereo unspecified)	4%	-2	42%[activator]	4%	33%[activator]	-4
CC(C)CN1CCN(Cc2cccc3nccnc23)CC1CCO (stereo unspecified)	-2%	-1	-9%	-1%	16%	-7
COc1ccc(NC(=O)c2nnn(Cc3cccc(F)c3)c2N)c(OC)c1	1%	7	·	-29%	2%	-7

Arranged by number of heavy atoms (largest number first): part of the list above
SMILES	FBPA Giardia inh	CHX counter	Pf growth 48h	HCV inh	Pf growth 96h	Shiga inhibitor
CC1CCN(S(=O)(=O)c2ccc(C(=O)OC(C)C(=O)N(C)C3CCCCC3)cc2)CC1 (stereo unspecified)	·	·	6%	-26%	54%[activator]	·
O=P(O)(O)OC1[C@H](O)[C@H](OP(=O)(O)O)C(OP(=O)(O)O)[C@H](OP(=O)(O)O)[C@H]1O (stereo partly specified)	9%[2.35 µM]	-10	·	·	·	i
Cc1ccc(C(=O)CN2CCC(NC(=O)C3CCCCC3)CC2)cc1	3%	-2	?	-2%	5%	-14

(continued)
SMILES	FBPA Giardia inh	CHX counter	Pf growth 48h	HCV inh	Pf growth 96h	Shiga inhibitor
Cc1ccsc1/C=N/NC(=O)CN1CCN(Cc2ccccc2)CC1	1%	8	9%	3%	33%[activator]	-3
CCn1cc(C(=O)N2CCOCC2)c2ccccc21	1%	2	-8%	-4%	-12%	-13
CCN1C(=O)C2(C(C(=O)c3cc4ccccc4o3)=C(O)C(=O)N2CCCN2CCOCC2)c2ccccc21 (stereo unspecified)	19%	-2	-20%	12%	-18%	-2
COc1ccc(OC)c(NC(=O)CCS(=O)(=O)c2cc3c(cc2C)NC(=O)CO3)c1	4%	0	-1%	8%	13%	5
COC(=O)c1ccc(N(CC(=O)NC2CCCC2)C(=O)CNC(=O)c2ccco2)cc1	2%	-3	-9%	8%	9%	-11
COC(=O)Cc1sc(-c2ccccn2)nc1-c1ccccc1	-5%	13	-15%	-14%	2%	-9
O=C(CCCN1C(=O)/C(=C\c2cccs2)SC1=S)Nc1cc([N+](=O)[O-])ccc1O	12%	-3	1%	·	-13%	-7
N/C(=N\N=C\c1ccc2c(c1)OCO2)SC1CC(=O)N(c2ccc(C(=O)O)cc2)C1=O (stereo unspecified)	6%	-1	32%[5.75 µM]	2%	-15%	20
COc1cc(CNCCc2ccc(S(N)(=O)=O)cc2)ccc1OCC(=O)NC1CCCCC1	1%	-3	?	?	?	-4
COc1ccc(C)cc1S(=O)(=O)n1cnc(C)c1	7%	-3	4%	19%	214%[activator]	·
COc1cc2c(cc1OC)CC(C(=O)NCc1ccccc1)NC2 (stereo unspecified)	8%	3	-5%	-9%	-11%	-13
CN(C)c1nc(Oc2ccc(=O)n(-c3ccccc3)n2)nc(N2CCOCC2)n1	10%	-2	-1%	2%	1%	-5
CCCCN(CC)C(=O)Cn1cnc2sc(C)c(S(=O)(=O)N3CCC(C)CC3)c2c1=O	3%	-4	?	-14%	10%	26
CCc1nc(SCC(=O)Nc2cc(C)on2)c2c(=O)n(C)c(=O)n(C)c2n1	6%	-1	0%	?	?	-10
C=C/C(=C/C(=O)C[C@H](C)C[C@@H](C)CC[C@H](O)[C@H](C)C(=O)C[C@@H](O)[C@H](C)[C@@H](C)OC(=O)C[C@@H](O)C1=C(C)C(=O)OC1=O)CC	2%[12.9 µM]	14	·	·	·	i
CCOc1ccc(CCNC(=O)C(C)N2C(=O)CC(C)(C)Sc3ccccc32)cc1 (stereo unspecified)	-2%	-6	?	?	59%[activator]	-14
Cc1ccccc1-n1c(SCC(=O)N(C)C2CCS(=O)(=O)C2)nc2ccccc2c1=O (stereo unspecified)	3%	-4	?	25%	9%	14
N/C(=N/O)c1nc(N2CCCC2)nc(N2CCCC2)n1	·	·	18%	?	-1%	·
Cc1cccc(NC(=O)Nc2ccc3c(c2)CCC3)c1	5%	56*	-24%	?	-7%	97*
O=C(O)C1CCCCC1C(=O)Nc1cccc(Br)c1 (stereo unspecified)	·	·	-14%	16%	0%	·
CCOc1cc(C(=O)N(CC)CC(=O)Nc2ccc3c(c2)OCCO3)ccc1OC	·	·	83%[activator]	4%	31%[activator]	·
O=C(COC(=O)C12CC3CC(CC(C3)C1)C2)Nc1ccc([N+](=O)[O-])cc1Br	0%	-4	?	28%	-8%	-5
CCOc1cc(C2C(C#N)=C(N)OC3CCCC(=O)C32)ccc1OCCN1CCOCC1 (stereo unspecified)	-1%	-7	-11%	5%	2%	-9

Screening data: PubChem BioAssay, National Center for Advancing Translational Sciences (NCATS)
